Screens deposited in PubChem by several laboratories.
Myeloid diff 2: promotes myeloid progenitor differentiation; ER-HoxA9 myeloid progenitors, lysozyme-GFP differentiation, flow cytometry; actives 1% (n = 360,000); calls only at 10 µM;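 active = normalized GFP-positive differentiation at or above the plate's own cutoff, the solvent-only control mean plus 3 SD; inconclusive = no clear call, values can overlap the other calls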;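 also: cells exposed to compound for four days before flow analysis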
GPR35 antagonists: GPR35 antagonists blocking zaprinast-driven arrestin recruitment, primary screen, imaging, U2OS, beta-arrestin-GFP, zaprinast agonist (AID 2058); U2OS GPR35 beta-arrestin-GFP translocation imaging, zaprinast antagonism; higher % means a stronger effect; inhibition, % at 10 µM, or IC50 in µM where a hit was titrated; actives 0.052% (n = 290,000);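 active = inhibition of at least 50% with at least 30 cells and total cytoplasm GFP at most 10,000,000; inconclusive = under 30 cells or total GFP of 10,000,000 plus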
KOR beta-arrestin-1: KOR agonists, beta-arrestin recruitment, primary screen, cell-based, luminescence, uHTS (AID 1777); activation, % at 10 µM; hits with a dose series show EC50 in µM; KOR beta-arrestin recruitment, luminescence; higher % means a stronger effect; actives 0.02% (n = 280,000); in the data active = activation above about 50%, passing the limit was not always enough; also: a part of the inactive calls stands beside numbers as strong as those of hits
GPR55 activation: selective activators of receptor GPR55 – imaging, U2OS cells, beta-arrestin-GFP redistribution, primary screen (AID 1961) | U2OS GPR55 beta-arrestin-GFP redistribution imaging; higher % means a stronger effect | activation, % at 10 µM; hits with a dose series show EC50 in µM | actives 0.048% (n = 290,000);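 active = activation above 40% with more than 50 cells counted in the well; inconclusive = wells holding fewer than 50 cells, flagged as toxic or sparse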;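 also: U2OS osteosarcoma cells stably expressing GPR55 and beta-arrestin-GFP; plate controls were DMSO negative control for no effect and LPI positive control for full effect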
NOD1 inhibition: inhibition of NOD1-driven NF-kB reporter – cell-based, luminescence, uHTS, primary screen (AID 1578). NOD1-driven NF-kB luciferase reporter cells, luminescence; higher % means a stronger effect. inhibition, % at 4 µM, or EC50 in µM where a hit was titrated. actives 1% (n = 290,000); in the data active = inhibition mostly above about 36%, no sharp cut-off; inactive = mostly below about 34%;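 also: HEK-293T reporter cells stimulated with the NOD1 agonist gamma-tri-DAP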
GPR55 antagonists: GPR55 antagonists blocking LPI-driven arrestin recruitment, primary screen, imaging, U2OS, beta-arrestin-GFP, LPI agonist (AID 2013). U2OS GPR55 beta-arrestin-GFP translocation imaging, LPI antagonism; higher % means a stronger effect. one-dose inhibition, % at 10 µM; IC50 in µM for titrated hits. actives 0.13% (n = 290,000);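 active = spots per cell inhibited over 60%, with over 100 cells counted and total cytoplasm intensity under 500,000; inconclusive = wells with under 100 cells, flagged as likely toxic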;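 also: U2OS cells stably carrying GPR55 and arrestin-GFP stimulated by 5 µM LPI near EC80; imaged beta-arrestin-GFP aggregate spots per cell after agonist stimulation; plate controls were LPI-stimulated DMSO wells for no effect and DMSO wells without LPI for full effect; some results filed as inactive read as strong as hits; confirmed hits need IC50 under 10 µM and bright autofluorescent wells are also inconclusive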
KOR beta-arrestin-2: kappa opioid receptor blockers – cell-based, luminescence, uHTS (AID 1778); KOR beta-arrestin recruitment, luminescence, antagonist mode; higher % means a stronger effect; inhibition, % at 10 µM; hits with a dose series show IC50 in µM; actives 0.091% (n = 290,000); also: strong numbers were not always called active
HEK293 NOD2/NF-kB: inhibition of NOD2-driven NF-kB reporter – cell-based, luminescence, uHTS, HEK293 (AID 1566); HEK293 NOD2/NF-kB luciferase reporter, luminescence; higher % means a stronger effect; inhibition, % at 4 µM; hits with a dose series show EC50 in µM; actives 0.63% (n = 290,000); also: many of its hits are not listed in these tables
HIV peptide binding: inhibitors of HIV fusion peptide binding, primary screen, biochemical, uHTS, fluorescence dequenching (AID 1986). one-dose inhibition, % at 20 µM; IC50 in µM for titrated hits. actives 0.3% (n = 290,000). cell-free peptide binding, fluorescence dequenching, 30 min; higher % means a stronger effect; in the data active = inhibition mostly above about 52%, no sharp cut-off; inactive = mostly below about 76%; also: some results filed as inactive read as strong as hits
Myeloid diff 2 GFP+ MAC1+ %: recorded beside Myeloid diff 2, whose call it bears; GFP+ MAC1+ double positive, %; measured here: differentiation confirmed by MAC1 staining
Active calls of the source: *; i = inactive; u = inconclusive; x = no result given. Rule as the data show it, unless noted: active = inhibition above about 50%; inactive = the rest. The list is partial; count on the stated rates, not on these rows.

| smiles | Myeloid diff 2 | Myeloid diff 2 GFP+ MAC1+ % | GPR35 antagonists | KOR beta-arrestin-1 | GPR55 activation | NOD1 inhibition | GPR55 antagonists | KOR beta-arrestin-2 | HEK293 NOD2/NF-kB | HIV peptide binding |
| --- | --- | --- | --- | --- | --- | --- | --- | --- | --- | --- |
| COc1cc(C(=O)Nc2nc3ccccc3[nH]2)ccc1OC(F)F | i | 0.5 | 12% | 1.4% | -0.1% | -15% | -2% | -7% | -106% | 0.8% |
| CCCc1c(C)nc2c(Br)cccc2c1Cl | i | 0.5 | 4% | -3.8% | 0.2% | -27% | -3% | 18% | 6% | 2.0% |
| COc1ccccc1CC(=O)N1CCN(C(=O)c2ccco2)CC1 | i | 0.8 | 4% | 3.0% | -0.1% | -13% | 5% | -16% | -8% | 3.1% |
| COc1cccc(-c2nc3c(c(SCC(=O)N4CCOCC4)n2)Cc2c(CO)cnc(C)c2O3)c1 | i | 1.9 | 20% | 3.4% | -0.4% | 11% | 6% | -68% | 52%* | 4.7% |
| Cc1ccc(Nc2ncnc3c2oc2ccccc23)cc1 | i | 1.2 | 16% | -5.8% | -0.1% | -64% | -18% | 3% | -123% | -0.4% |
| O=S(=O)(Nc1ccc(O)c(Sc2nc3ccccc3s2)c1)c1ccc(F)cc1 | i | 0.5 | 0% | 0.3% | -0.2% | 67% | 13% | 17% | -41% | 7.1% |
| CCC(C)NCCCCOc1cc(C)cc(C(C)C)c1 (stereo unspecified) | i | 1.3 | -8% | 1.1% | 0.9% | 1% | 16% | -20% | -3% | -0.8% |
| Cn1ccs/c1=N\C(=O)Nc1cccc(C(F)(F)F)c1 | i | 1.2 | 4% | -1.4% | -0.1% | -22% | 3% | 10% | -36% | 2.6% |
| Cc1nnc(NC(=O)CSc2nccn2-c2cccc(C)c2C)s1 | u | x | 6% | -9.2% | 0.7% | 32% | -4% | -8% | -7% | -1.3% |
| CC(OC(=O)Cc1c(F)cccc1Cl)C(=O)NCCC1=CCCCC1 (stereo unspecified) | i | 1.7 | 6% | -1.0% | 0.4% | -6% | -10% | -2% | 2% | 0.9% |
| COc1ccc(C(=O)C2CCN(C(=O)Nc3ccc(C)cc3)CC2)cc1 | i | 0.5 | 8% | 2.8% | -0.2% | 15% | -6% | -16% | -3% | 2.1% |
| NC(=S)N=Nc1c(O)[nH]c2ccc(F)cc12 | i | 0.3 | -6% | -4.7% | 0.1% | -18% | 6% | 20% | 6% | -2.6% |
| CCOC(=O)C1CCCN(c2c(NCc3ccco3)c(=O)c2=O)C1 (stereo unspecified) | i | 2.3 | -12% | -2.2% | -0.1% | -18% | 12% | 18% | -11% | -1.7% |
| COc1ccc(CCNC(=O)C2(C)CCC(=O)N2Cc2ccc(F)cc2Cl)cc1OC (stereo unspecified) | i | 0.2 | -4% | -1.8% | -0.1% | -5% | 23% | -12% | 6% | -0.3% |
| C/C(=N\NC(=O)C1(C)CC1(Br)Br)c1cccc(NC(=O)C2CCC2)c1 (stereo unspecified) | i | 0.3 | 9% | 1.3% | -0.2% | 5% | 7% | -14% | 13% | -1.7% |
| Cc1nn(-c2ccccc2)c(Cl)c1/C=C1\SC(=S)N(CCCCCC(=O)O)C1=O | i | 0.5 | 5% | 1.6% | -0.3% | -6% | 3% | -48% | 18% | 33% |
| COc1ccc(OCc2nnc3n2N=C(c2ccccc2)C(CC(=O)O)S3)cc1 (stereo unspecified) | i | 3.2 | -4% | -0.3% | 0.3% | -19% | -12% | -5% | 11% | 3.4% |
| CCOC(=O)C1=C(C)NC(C)=C(C(=O)OCC)C1/C=C/c1ccccc1OC | i | 0.4 | 21% | -2.3% | 0.5% | -8% | 3% | 16% | -14% | -1.6% |
| Cc1cccnc1NC(=S)Nc1ncccc1C | i | 0.5 | 10% | -4.2% | 0.2% | -2% | 8% | 16% | -68% | 2.3% |
| O=c1c(C(c2ccc(O)cc2)c2c(O)nc3n(c2=O)CCS3)c(O)nc2n1CCS2 | i | 1.5 | 7% | -2.0% | 0.0% | -25% | 16% | -9% | 12% | 2.5% |
| COc1ccc(CNC(=O)CN2CCN(S(=O)(=O)c3cccs3)CC2)cc1OC | i | 0.8 | 11% | -0.6% | -0.5% | 2% | 4% | 0% | 0% | 0.4% |
| O=C(CN1CCSCC1)N/N=C/c1ccc(F)cc1 | i | 0.6 | 13% | -2.3% | -0.1% | -29% | 12% | 5% | 15% | 1.7% |
| Cc1[nH]n(-c2ccc(C(=O)O)cc2)c(=O)c1CCO | i | 0.3 | 0% | 1.2% | 0.0% | -39% | 8% | -21% | -2% | 1.1% |
| C=CCOC(=O)C1=C(C)N=c2s/c(=C3\C(=O)N(CC(=O)O)c4ccccc43)c(=O)n2C1c1ccc(OC)cc1 (stereo unspecified) | i | 0.5 | 4% | -1.8% | 0.8% | 0% | 36% | 18% | 20% | 18µM* |
| CC(O)CNc1nc(Cl)c(C#N)s1 (stereo unspecified) | i | 0.6 | -2% | 3.8% | 0.6% | -6% | -8% | -31% | -7% | -0.5% |
| CN(C(=O)CSc1nc2c(c(=O)[nH]1)CCC2)c1ccccc1 | i | 0.2 | 8% | 6.6% | 0.1% | -16% | 7% | 1% | 7% | -2.9% |
| CCOC(=O)C(CSCC(=O)c1ccc(Cl)cc1)NC(=O)OC(C)(C)C (stereo unspecified) | i | 0.5 | -4% | 0.0% | -0.1% | -14% | -2% | -7% | 8% | -0.6% |
| C=CCn1c(C(C)NC(=O)c2ccc(C)cc2)n[nH]c1=S (stereo unspecified) | i | 0.4 | 0% | -3.8% | -0.2% | -43% | 0% | 34% | -1% | -2.3% |
| Cc1ccc(OCC(=O)Nc2nnc(-c3ccco3)s2)cc1 | i | 0.5 | 0% | -0.4% | -0.1% | -9% | 4% | 8% | -3% | 4.7% |
| O=C(Nc1ccc(N2CCOCC2)cc1)c1cccc2c(Br)cccc12 | i | 0.3 | 6% | -2.0% | -0.1% | 7% | -2% | 11% | 18% | -0.7% |
| COc1ccc(CCNC(=O)C2CCN(S(=O)(=O)c3ccc(SC)cc3)CC2)cc1 | i | 0.9 | 3% | -5.0% | -0.1% | -30% | 5% | -24% | -23% | -1.4% |
| CC(=O)C(C)Sc1nnc(-c2ccccc2F)n1C1CC1 (stereo unspecified) | i | 0.6 | -4% | -0.7% | x | -26% | 5% | -10% | 1% | -1.1% |
| CCN(CC)C(=O)Cn1cc(/C=C(\C#N)C(=O)N2CCN(c3ccccc3)CC2)c2ccccc21 | i | 6.5 | 24% | -0.4% | 0.0% | 16% | -9% | -30% | 7% | -0.8% |
| O=C(NC1CCCCC1)C(Cc1ccccc1)NS(=O)(=O)c1cccs1 (stereo unspecified) | i | 5.0 | 5% | -3.6% | -0.1% | 10% | 19% | 4% | 9% | 2.3% |
| COc1ccc2nc(SCC(=O)Nc3ccccc3C)[nH]c2c1 | i | 1.0 | 13% | -0.1% | -0.1% | -26% | 10% | -19% | -1% | 1.3% |
| CC(C)(C)c1ccc(C(=O)Oc2ccc3c(c2)OCC3=O)cc1 | i | 0.9 | 0% | 4.1% | 0.3% | -26% | -4% | -45% | 8% | 0.7% |
| CCCNCCC(c1ccco1)c1ccccc1OC (stereo unspecified) | i | 2.3 | -1% | 8.3% | -0.1% | 0% | -16% | -26% | 0% | -0.4% |
| c1ccc2c(c1)OCC(c1nnc3n1-c1ccccc1SC3)O2 (stereo unspecified) | x | x | -5% | -4.5% | -0.2% | -2% | x | 14% | 2% | -2.9% |
| COc1ccc(CNc2ccc(C(=O)O)cc2)cc1 | i | 0.5 | -5% | 4.5% | -0.1% | -42% | 4% | -21% | -26% | 0.3% |
| COc1ccc(CN=Cc2c(C(=O)O)[nH]c3ccccc23)cc1 | i | 0.6 | -2% | 3.6% | -0.4% | -29% | -4% | 35% | 19% | -0.5% |
| CC(C)c1ccc(NC2=CC(=O)CC(C)(C)C2)cc1 | i | 0.5 | -6% | -3.5% | -0.3% | 15% | -2% | 8% | 18% | -2.2% |
| COc1ccc(S(=O)(=O)Nc2ccccn2)cc1C | i | 0.1 | 10% | -3.6% | -0.2% | -6% | -14% | 16% | 20% | 0.6% |
| O=C(O)c1ccc(N2C(=O)CC(N3C(=O)/C(=C/c4ccc(Cl)cc4)SC3=S)C2=O)cc1 (stereo unspecified) | i | 0.9 | 11% | 8.1% | 0.7% | -8% | -4% | -22% | -3% | 50% |
| O=C(Cn1c(=O)oc2cc(S(=O)(=O)N3CCOCC3)ccc21)N1CCc2ccccc2C1 | i | 2.7 | -11% | 2.1% | -0.1% | -1% | 5% | 13% | -16% | 8.1% |
